Source: PubChem
Epigenetic derep: derepresses silenced GFP reporter in murine cells. murine LDR cells, GFP reporter derepression, 30 h. Potency, µM (top dose mostly 53.9 µM), for inactives: at the top dose GFP activation, hits mostly activators. 280,000 compounds, 0.2% hits; active means well fitted activation curve with a large enough effect; inconclusive means small, poorly fitted or top-dose-only effect; further: % of control where 0% means no effect; nearly all actives have a fitted effect of over 60% in size
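In this reporter-derepression format, murine cells bearing a silenced integrated CMV-GFP locus incubate with test compound (30 h, 37 C), then are washed and imaged; fluorescent objects of 20–120 um count as induced cells.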
The depositor's hits bear a star; ? = inconclusive. Potency means the concentration at half of the fitted maximal effect. Some of the compounds tested, so the mix of outcomes need not match the whole.

> Cc1cc(C)c(NS(=O)(=O)c2cc(-c3cnc(C4CC4)o3)ccc2C)c(C)c1
  Epigenetic derep: -3.2%

> Cc1cccc(C)c1NC(=O)C(=O)NCC(c1cccnc1)N1CCc2ccccc21 (stereo not drawn)
  Epigenetic derep: 0.8%

> CCOC(=O)c1c(C)oc2ncnc(Nc3ccc(F)cc3Cl)c12
  Epigenetic derep: 8.9%

> CCOC(=O)c1c(C)[nH]c(C)c1S(=O)(=O)N1CCC(C(=O)Nc2cc(C)ccn2)CC1
  Epigenetic derep: -1.4%

> COc1ccc(C(=O)Nc2ccc3nc(SCC(=O)N4CCCC4)sc3c2)cc1
  Epigenetic derep: -2.4%

> CC(=O)Nc1ccccc1-c1nc2ccccc2n(CC(=O)c2ccc(C)c(C)c2)c1=O
  Epigenetic derep: -2.3%

> CCOC(=O)c1c(C)[nH]c(C)c1S(=O)(=O)NCC(=O)N(C)c1ccc(C)c(C)c1
  Epigenetic derep: -1.4%

> Cc1ccc(CN(C(=O)COc2cccc([N+](=O)[O-])c2)c2ccccn2)cc1
  Epigenetic derep: -2.2%

> Cc1ccc(NC(=O)Cn2c(=O)ccc3cc(S(=O)(=O)N4CCC(C)CC4)ccc32)c(C)c1
  Epigenetic derep: 0.0%

> Cc1cccn2c(=O)cc(COc3ccc(NC(=O)c4cccc(F)c4)cc3)nc12
  Epigenetic derep: -5.7%

> Cc1ccc(NS(=O)(=O)c2c(C)nc3sc(C)c(C)n3c2=O)cc1F
  Epigenetic derep: 7.0%

> O=C(CSc1n[nH]c(-c2ccc(F)cc2)n1)N1CCN(c2ccc(F)cc2)CC1
  Epigenetic derep: -1.2%

> COc1cccc(-n2ccnc2SCC(=O)Nc2cccc(C)c2C)c1
  Epigenetic derep: 1.4%

> CCc1nn2c(=O)cc(COC(=O)C(CC)c3ccccc3)nc2s1 (stereo not drawn)
  Epigenetic derep: 0.0%

> COc1ccc(NCc2cc3cc4c(cc3n(CC(=O)Nc3ccc(C)c(C)c3)c2=O)OCO4)cc1
  Epigenetic derep: -3.2%

> O=C(COCc1cc(-c2ccc3c(c2)OCO3)on1)N1CCN(c2cccc(Cl)c2)CC1
  Epigenetic derep: 7.0%

> CCOc1ccc(NC(=O)N(Cc2ccc(CC)cc2)Cc2cn[nH]c2-c2ccc(OC)cc2)cc1
  Epigenetic derep: -2.5%

> CCN(CC)CCCNC(=O)c1c2c(nc3ccccc13)C(=O)N(C1CCCCC1)C2
  Epigenetic derep: 0.0%

> CCc1ccc(C(=O)c2cn(CC(=O)NCCc3ccccc3)c3nc(C)ccc3c2=O)cc1
  Epigenetic derep: ?

> CCOc1ccc(-c2nnc(SCC(=O)NCc3ccccc3)nc2-c2ccc(OCC)c(OC)c2)cc1OC
  Epigenetic derep: 6.5%

> CCN1CCN(C(c2ccc(SC)cc2)c2c(O)cc(C)n(Cc3ccco3)c2=O)CC1 (stereo not drawn)
  Epigenetic derep: 1.2%

> O=C(NCc1cccc(F)c1)C1CCCN(C(=O)N2CCOc3ccccc32)C1 (stereo not drawn)
  Epigenetic derep: 1.4%

> CCc1ccc(NC(=O)c2ccc3c(c2)c(C)c(C)n3Cc2ccccc2)cc1
  Epigenetic derep: -0.2%

> Cc1nc2sc(C)c(C)n2c(=O)c1S(=O)(=O)NCCc1ccc(Cl)cc1
  Epigenetic derep: 1.8%

> CCc1nn2c(=O)cc(COC(=O)c3cccc(NC(=O)c4ccccc4C)c3)nc2s1
  Epigenetic derep: -3.5%

Four consecutive records out of the list so far, for reference:
> O=C(NCc1cccc(F)c1)C1CCCN(C(=O)N2CCOc3ccccc32)C1 (stereo not drawn)
  Epigenetic derep: 1.4%

> CCc1ccc(NC(=O)c2ccc3c(c2)c(C)c(C)n3Cc2ccccc2)cc1
  Epigenetic derep: -0.2%

> Cc1nc2sc(C)c(C)n2c(=O)c1S(=O)(=O)NCCc1ccc(Cl)cc1
  Epigenetic derep: 1.8%

> CCc1nn2c(=O)cc(COC(=O)c3cccc(NC(=O)c4ccccc4C)c3)nc2s1
  Epigenetic derep: -3.5%

4 entries from above, sorted by their value in Epigenetic derep, low to high.
> COc1ccc(C(=O)Nc2ccc3nc(SCC(=O)N4CCCC4)sc3c2)cc1
  Epigenetic derep: -2.4%

> CCN(CC)CCCNC(=O)c1c2c(nc3ccccc13)C(=O)N(C1CCCCC1)C2
  Epigenetic derep: 0.0%

> CCOc1ccc(-c2nnc(SCC(=O)NCc3ccccc3)nc2-c2ccc(OCC)c(OC)c2)cc1OC
  Epigenetic derep: 6.5%

> Cc1ccc(NS(=O)(=O)c2c(C)nc3sc(C)c(C)n3c2=O)cc1F
  Epigenetic derep: 7.0%

Next part
> CCc1ccc(NC(=O)C2CCC(CNS(=O)(=O)c3ccc4c(c3)C(C)(C)C(=O)N4C)CC2)cc1 (stereo not drawn)
  Epigenetic derep: -1.5%

> O=C(C1CCC1)N1CCCc2cc(S(=O)(=O)N3CCN(c4ccccc4)CC3)ccc21
  Epigenetic derep: 0.0%

> CCc1ccc(NC(=O)CSc2nccn2-c2ccc(F)cc2)cc1
  Epigenetic derep: 1.7%

> COc1ccccc1N1CCN(CCCNC(=O)c2cnn(-c3cccc(Cl)c3)c2C2CCN(C(=O)OC(C)(C)C)CC2)CC1
  Epigenetic derep: -1.3%

> COCCCNC(=O)C1CCN(c2nc3ccc(Cl)cc3[nH]2)CC1
  Epigenetic derep: -0.6%

> CC(=O)Nc1nonc1-c1nnc(SCc2ccccc2C)n1C
  Epigenetic derep: -3.2%

> Cc1ccc(CN2C(=O)c3ccccc3S(=O)(=O)c3ccc(C(=O)OCC4CCCO4)cc32)cc1 (stereo not drawn)
  Epigenetic derep: 0.3%

> Cc1ccc(C(=O)Nc2nnc(S(=O)(=O)N3CCCCCC3)s2)cc1
  Epigenetic derep: 0.0%

> COC(=O)c1ccc(NC(=O)c2c(NCc3cccc(F)c3)sc3c2CCCC3)cc1
  Epigenetic derep: 1.1%

> CCOC(=O)c1cc(C)n(CC2CCC(C(=O)Nc3ccc(Cl)cc3)CC2)c1C (stereo not drawn)
  Epigenetic derep: 0.3%

> Cc1nnc(NC(=O)CSc2nccn2Cc2ccc(F)cc2)s1
  Epigenetic derep: 1.1%

> COc1cc(CNC(=O)c2cc(-c3ccccc3)n[nH]2)cc(OC)c1OC
  Epigenetic derep: 4.1%

> O=C(NCc1ccc(F)cc1)C1CCCN(c2ncnc3onc(-c4ccc(F)cc4)c23)C1 (stereo not drawn)
  Epigenetic derep: -1.6%

> CC(=O)c1ccc(S(=O)(=O)N2CCn3cccc3C2c2ccccc2F)cc1 (stereo not drawn)
  Epigenetic derep: 8.6%

> Cc1ccccc1NC(=O)c1cccc2c(=O)c3c([nH]c12)CCCC3
  Epigenetic derep: 0.9%

> Cc1ccc(S(=O)(=O)N2CCN(Cc3noc(CCC(=O)N4CCCCC4)n3)CC2)c(C)c1
  Epigenetic derep: -0.5%

> CCc1ccc(S(=O)(=O)Nc2ccc(-c3ccc(N4CCCC4)nn3)cc2)cc1
  Epigenetic derep: 0.0%

> CCOc1ccc(CNC(=O)Cn2c(=O)c3cccn3c3cccnc32)cc1
  Epigenetic derep: -1.0%

> CC(C)(C)OC(=O)N1CCC(c2c(C(=O)NCCc3ccsc3)cnn2-c2ccccc2Cl)CC1
  Epigenetic derep: -1.3%

> CCOc1ccc(C(=O)N(Cc2nc(-c3cccc(C)c3)no2)C(C)C)cc1
  Epigenetic derep: -1.1%

> CCOc1ccc(C(=O)N2CCN(CCc3ccccn3)CC2)cc1
  Epigenetic derep: 0.8%

> Cc1ccc(C2C=C(c3ccc(Cl)cc3)Nc3nc(NC(=O)CCC(=O)O)nn32)cc1 (stereo not drawn)
  Epigenetic derep: -2.6%

> CN1CCN(CCNC(=O)c2cnn(-c3ccc(F)cc3)c2C2CCN(C(=O)OC(C)(C)C)CC2)CC1
  Epigenetic derep: 1.3%

> Cc1c(C)n(Cc2ccc(F)cc2)c2ccc(C(=O)N3CCN(c4ccc(F)cc4)CC3)cc12
  Epigenetic derep: 0.9%

> CCOc1ccccc1CNCc1c(C(=O)O)n(Cc2ccc(F)cc2)c2cc(C)ccc12
  Epigenetic derep: 2.1%

> CCN(CC)c1ccc(C(=O)N2CCc3c([nH]c4ccccc34)C2c2ccc(F)cc2)cc1 (stereo not drawn)
  Epigenetic derep: 2.3%

> Cc1ccc(/C=C/c2onc(C)c2S(=O)(=O)N2CCC(C(=O)Nc3ccc(OC(F)(F)F)cc3)CC2)cc1
  Epigenetic derep: 6.9%

> Cc1ccc(-n2nc(C)c(C(=O)NCCCN3CCN(c4ccc(F)cc4)CC3)c2-n2cccc2)cc1
  Epigenetic derep: -4.2%

> CC1CCCN(Cc2cn3c(-c4cccc(Br)c4)nnc3s2)C1 (stereo not drawn)
  Epigenetic derep: 0.0%

> CCOc1ccc(CNC(=O)c2[nH]c3ccccc3c2Sc2ccc(C)cc2)cc1
  Epigenetic derep: 3.8%

> CC(=O)c1ccc(N2CCN(S(=O)(=O)c3ccc(-c4coc(C)n4)cc3)CC2)cc1
  Epigenetic derep: 5.6%

> CCOc1ccccc1CNC(=O)c1cc2c(=O)n(Cc3cccnc3)ccc2nc1C
  Epigenetic derep: 0.0%

> O=C(NCCc1ccc(Cl)cc1)c1ccc(CS(=O)(=O)Cc2ccc(F)cc2)o1
  Epigenetic derep: 3.2%

> COc1ccc(Nc2ncc3c(n2)CCN(Cc2cc(Br)cs2)C3)c(OC)c1
  Epigenetic derep: -1.7%

> Cc1ccc(Cl)cc1-n1ncc2c(N3CCN(Cc4ccccc4)CC3)ncnc21
  Epigenetic derep: 5.9%

> Cc1cc(C)nc(-n2nc(C)c3c2NC(=O)CC3c2cccc(O)c2)n1 (stereo not drawn)
  Epigenetic derep: -3.2%

> CCCCOc1ccc(C(=O)Nc2ccc3c(c2)CCCN3C(=O)c2cccs2)cc1
  Epigenetic derep: -1.7%

> COc1cc(C(=O)Nc2ccc(OCc3cc(=O)n4cccc(C)c4n3)cc2)cc(OC)c1OC
  Epigenetic derep: 13.0%

> Cc1nn2c(=O)cc(COC(=O)c3cccc(NC(=O)c4cccs4)c3)nc2s1
  Epigenetic derep: -1.7%

> Cc1ccc(C(=O)Nc2nnc(S(=O)(=O)N3CCN(c4ccc(F)cc4)CC3)s2)cc1
  Epigenetic derep: 0.8%

> CC(C)Oc1ccc(CN2CCc3nc(Nc4ccc5c(c4)OCCO5)ncc3C2)cc1
  Epigenetic derep: -2.6%

> CCCS(=O)(=O)N1CCC(n2c(C)nc3cccnc32)CC1
  Epigenetic derep: 16.0%

> CC(=O)C1=C(c2ccc(Cl)c(Cl)c2)N(C(C)=O)n2c(C)nnc2S1
  Epigenetic derep: 5.0%

> CCc1nn2c(=O)cc(COC(=O)CNC(=O)c3ccccc3)nc2s1
  Epigenetic derep: 0.0%

> CCCOc1ccc(CNC(=O)CN2C(=O)c3cccnc3Oc3ccc(C)cc32)cc1
  Epigenetic derep: -0.4%

> CNS(=O)(=O)c1cn(CC(=O)N2CCN(c3cccc(C)c3C)CC2)cc1S(=O)(=O)NC
  Epigenetic derep: 1.7%

> COc1ccc(N2CCN(C(=O)CSc3nc(-c4ccccc4)no3)CC2)cc1
  Epigenetic derep: 3.6%

> O=C(NCc1ccc(Cl)cc1)c1ccc(CSCc2cccc(Cl)c2)o1
  Epigenetic derep: 0.2%

> Cc1oc(-c2cccc(Br)c2)nc1Cn1c(SCc2cccc(F)c2)nc2cccnc21
  Epigenetic derep: -1.2%

> COc1ccc(-c2nnc(SCCOc3ccccc3C)o2)cc1OC
  Epigenetic derep: 7.5%

Random excerpt: three compounds from above
> CC(C)Oc1ccc(CN2CCc3nc(Nc4ccc5c(c4)OCCO5)ncc3C2)cc1
  Epigenetic derep: -2.6%

> CCCS(=O)(=O)N1CCC(n2c(C)nc3cccnc32)CC1
  Epigenetic derep: 16.0%

> O=C(NCc1cccc(F)c1)C1CCCN(C(=O)N2CCOc3ccccc32)C1 (stereo not drawn)
  Epigenetic derep: 1.4%

Next part:
> COc1ccc(NC(=O)COCc2cc(-c3ccc4c(c3)OCO4)on2)cc1
  Epigenetic derep: 0.0%

> Cc1cccc(C)c1N1CC(c2nc3ccccc3n2CC(=O)OC(C)C)CC1=O (stereo not drawn)
  Epigenetic derep: 6.5%

> O=C(COCc1cc(-c2ccco2)on1)Nc1cc(Cl)ccc1O
  Epigenetic derep: -2.5%

> Cc1c(-c2nsc(NC(=O)c3ccc(Cl)cc3)n2)nnn1-c1ccc(C(C)C)cc1
  Epigenetic derep: -3.1%

> COc1ccc(C)cc1NC(=O)c1oc2ccc(S(=O)(=O)N3CCC4(CC3)OCCO4)cc2c1C
  Epigenetic derep: 0.9%

> Cc1ccc(NC(=O)CC(C)S(=O)(=O)c2ccc3c(c2)NC(=O)CO3)cc1Cl (stereo not drawn)
  Epigenetic derep: -1.2%

> Cc1cc(C)c2c(-n3cccc3)c(C(=O)NCCCN3CCCCC3C)sc2n1 (stereo not drawn)
  Epigenetic derep: -6.8%

> CSc1ccc(CCNC(=O)c2ccc(-c3nc(COc4ccc(C)cc4)c(C)o3)cc2)cc1
  Epigenetic derep: -5.7%

> O=C(NCC(c1ccc2c(c1)OCO2)N1CCN(c2ccccc2)CC1)c1ccccc1 (stereo not drawn)
  Epigenetic derep: 0.0%

> Cc1cc(C)c(NC(=O)Cn2cc(S(=O)(=O)Cc3ccccc3F)c3ccccc32)c(C)c1
  Epigenetic derep: 2.5%

> CCOc1ccc(-c2nc(CSCC(=O)NCCc3ccccc3)c(C)o2)cc1
  Epigenetic derep: -1.1%

> Cc1ccc(Cn2c(=O)n(CC3CCC(C(=O)N4CCC(C)CC4)CC3)c(=O)c3sccc32)cc1 (stereo not drawn)
  Epigenetic derep: 0.0%

> CCCC(O)c1nc2ccccc2n1Cc1ccccc1OC (stereo not drawn)
  Epigenetic derep: -2.9%

> Cc1ccccc1CNC(=O)c1cc2cccc3c2n1CC(C)S3 (stereo not drawn)
  Epigenetic derep: -2.7%

> COc1ccc(NS(=O)(=O)c2ccc3c(c2)C(C(C)C)C(=O)N3)cc1 (stereo not drawn)
  Epigenetic derep: -0.4%

> CCCOc1ccc(CNC(=O)C2CCN(c3nc4ccccc4nc3C(F)(F)F)CC2)cc1
  Epigenetic derep: 0.6%

> Cc1cc(C(=O)NCCc2ccc(Cl)cc2)c2c(C)nn(-c3ccccc3)c2n1
  Epigenetic derep: 3.8%
